Source: PubChem (Sanford-Burnham Center for Chemical Genomics)
Hsp70 inhibitors: Hsp70 inhibitors, probe displacement, primary screen, biochemical, fluorescence polarization (AID 583). displacement, % at 20 µM; hits with a dose series show IC50 in µM. actives 0.06% (n = 140,000). Hsp70 fluorescence polarization probe displacement, mP; higher % means a stronger effect; in the data active = displacement above about 50%;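 also: plate controls were vehicle for no effect and reference ligand for full effect; a part of the inactive calls stands beside numbers as strong as those of hits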
MKP-3 inhibition: MKP-3 phosphatase inhibitors, primary screen, biochemical, rat enzyme, in vitro (AID 425). recombinant MKP-3 phosphatase activity, fluorescence; higher % means a stronger effect. inhibition, % at 20 µM, or IC50 in µM where a hit was titrated. actives 0.17% (n = 110,000); in the data active = inhibition above about 50%;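 also: plate controls were vehicle for no effect and reference inhibitor for full effect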
Numbers without * were called inactive; · = no result given. This is a subset (hit frequency here may not be typical).

compound,Hsp70 inhibitors,MKP-3 inhibition
Cc1n[nH]c(C)c1S(=O)(=O)N1CCCC(C(=O)NC2CCCc3ccccc32)C1 (stereo not given),-1.7%,-5%
C/C(=C\C(=O)ONC(=O)c1ccccc1)NC(C)C,3.8%,0%
CCN1C(=O)N(CC)C2NC(=S)NC21 (stereo not given),-0.2%,·
Cc1nc(SCCCSc2n[nH]c(C)n2)n[nH]1,-8.9%,·
O=C(Nc1cc([N+](=O)[O-])ccc1F)C(c1ccccc1)c1ccccc1,0.3%,2%
CC(C)OC(=O)CCCN1C(=O)c2ccc(N)cc2C1=O,5.2%,8%
CC(=O)N1CCc2cc(S(=O)(=O)NC(CC(C)C)C(=O)Nc3cc(C(=O)O)ccc3C)ccc21 (stereo not given),3.5%,8%
COc1cc(OC)cc(C(=O)Nc2ccc(NC(=O)c3ccco3)c(OC)c2)c1,1.1%,-1%
CC1=NN(C(=O)c2cocc2C)C(O)(C(F)(F)F)C1 (stereo not given),2.5%,-13%
Cc1nn(-c2ccccc2)c2c1C1(C(=O)N(C)c3ccccc31)N(c1ccccc1)C(=O)N2 (stereo not given),6.8%,1%
CC1(C)CC(=O)C2=C(C1)c1c(ccc3ccccc13)NC2c1cccs1 (stereo not given),-2.8%,2%
Cc1c(C(=O)NCc2cccnc2)oc2ccc(S(=O)(=O)N3CCC4(CC3)OCCO4)cc12,6.2%,·
CCNC(=O)c1ccc(C2SCC(=O)N2Cc2ccco2)cc1 (stereo not given),-2.9%,·
COc1ccc(Cc2nn[nH]n2)cc1,-5.5%,·
COc1ccc(C(=O)N2CCN=C2SCc2cccnc2)c(OC)c1,-2.0%,7%
CCOC(=O)N1CCN(C(=O)c2cnc3n(c2=O)CCS3)CC1,-4.0%,5%
CC(C)(C)OC(=O)N1CCOCCOCCN(C(=O)OC(C)(C)C)CCOCCOCC1,4.1%,-8%
Cc1cc(Cl)ccc1OCC(=O)N1CCN(c2ccccn2)CC1,-0.9%,3%
C/C(=C\C(=O)c1ccccc1)Nc1ccc(O)cc1,-3.5%,·
COc1ccc(NC(=O)CCC2CCCC2)cc1OC,2.8%,3%
N#Cc1ccc(Oc2cccc(C(=O)O)c2)cc1C#N,3.3%,-16%
Cn1c(=O)n(Cc2ccccc2)c(=O)c2c1nc1n2CCS1,-5.2%,-5%
CCCCn1c(=N)n(CC(O)COc2cccc(C)c2)c2ccccc21 (stereo not given),1.2%,2%
c1ccc(Cn2ncc3c2ncn2c(-c4ccncc4)nnc32)cc1,2.4%,-9%
O=C(c1ccccc1-c1ccccc1)N1CCN(c2ccccn2)CC1,0.5%,-4%
O=C1CSC(c2ccccc2)N1c1ccc([N+](=O)[O-])cc1 (stereo not given),-3.2%,0%
CCOC(=O)c1csc(NC(=O)CSc2nnnn2-c2ccc3c(c2)OCCO3)n1,-4.4%,·
CCOc1cc(/C=N/NC(=O)c2cc(-c3ccc4ccccc4c3)n[nH]2)ccc1O,-0.7%,-1%
Cc1cnc2sc(C(=O)Nc3ccccc3)c(C(=O)O)n2c1=O,1.8%,0%
O=C(c1ccccc1NS(=O)(=O)c1cccs1)N1CCOCC1,-5.3%,-6%
CC(=O)C1C(=O)c2ccccc2/C1=N/N=C/c1ccc([N+](=O)[O-])cc1 (stereo not given),0.8%,-4%
COCCCNc1c2c3c(cccc3[nH]c1=O)C(=O)c1ccccc1-2,178%,-17%
CS(=O)(=O)N(CC(=O)Nc1ccc2c(c1)OCO2)c1ccc2c(c1)OCO2,1.4%,·
Cn1c(C(=O)N2CCOCC2)cnc1Sc1ncc(C(F)(F)F)cc1Cl,9.1%,·
Cc1ccc(-n2ncc3c(=O)n(CC(=O)N4CCN(c5ccccc5F)CC4)cnc32)cc1C,-7.2%,·
O=c1/c(=C/c2ccccc2OS(=O)(=O)c2ccccc2[N+](=O)[O-])sc2nc3ccccc3n12,-2.3%,0%
CS(=O)(=O)c1ccc2nc(NC3(C(F)(F)F)N=C4SCCN4C3=O)sc2c1 (stereo not given),·,-10%
COc1ccc(C(=O)N2CCN(S(=O)(=O)c3ccc(C)cc3C)CC2)cc1OC,·,-7%
N#Cc1c(NC(=O)c2cc3nc(-c4ccccc4)cc(C(F)(F)F)n3n2)sc2c1CCCC2,-1.1%,0%
CCC(C)NC(=O)C1CCN(S(=O)(=O)CC)CC1 (stereo not given),-2.4%,0%
FC(F)(F)c1cccc(-c2ccc(-c3csnn3)o2)c1,3.7%,1%
O=C(/C=C/c1ccc(F)cc1)NC(=S)Nc1ccccc1Cl,-0.8%,3%
COc1cc(C2NC(=O)NC(C)=C2C(=O)Nc2ccc(C)cc2)cc(OC)c1OC (stereo not given),-0.4%,0%
CCOC(=O)C1=C(CSc2nc3c(cc2C#N)CN(C)CC3)OC(N)=C(C#N)C1c1ccc(F)cc1 (stereo not given),-2.5%,·
CCSc1nnc(CNc2ccc(F)cc2)n1CC1CCCO1 (stereo not given),-3.5%,-5%
CCCOC(=O)CN1C(=O)c2ccccc2C1=O,-0.4%,0%
Cc1ccc(NC2=C(Cl)C(=O)OC2NC(=O)c2ccccc2)cc1 (stereo not given),-1.8%,·
CCCn1c(SCC(N)=O)nc2c(c1=O)C1(CCCC1)Cc1ccccc1-2,-0.5%,-6%
CCOC(=O)C(CCCOc1cc(C)ccc1C)C(=O)OCC,-3.7%,0%
COc1ccc(CN2CCCCC2C(=O)Nc2ccc(OC)c(OCC(C)C)c2)cc1OC (stereo not given),0.1%,·

(more compounds)
compound,Hsp70 inhibitors,MKP-3 inhibition
Cc1ccc(C(=O)N/C(=C/c2cccnc2)C(=O)N2CCCCCC2)cc1,-1.8%,3%
c1coc(C2Nc3cccc4cccc(c34)N2)c1,7.3%,18%
COc1ccc(NC(=O)C(C)Sc2ccc(Cl)cc2)cc1 (stereo not given),2.8%,1%
CCOC(=O)Nc1ccc2c(c1)nc(CN1CCN(C(C)=O)CC1)n2C,0.9%,-1%
CCCOc1ccc(C(=O)N2CCCc3ccccc32)cc1,-4.2%,-7%
Oc1ccc(/C=N/Nc2cc(-c3ccccc3)nc(-c3ccccc3)n2)cc1,1.2%,2%
CCN(CC)c1ccc(C=NN2CCN(Cc3ccccc3)CC2)c(O)c1,-3.7%,2%
Cn1ccnc1/C=C(/OC(=O)c1ccc(Cl)cc1)c1ccc(Cl)cc1,-16%,2%
COc1cccc(N2C(=O)CC(N3CCCCC3)C2=O)c1 (stereo not given),-1.7%,3%
O=S(=O)(c1ccccc1S(=O)(=O)N1CCCCC1)N1CCCCC1,4.4%,3%
O=C(NN=C(/C=C/c1ccccc1)/C=C/c1ccccc1)c1ccco1,-0.2%,-1%
Cc1ccc(NC(=O)C(=O)NCC(C)C)c(C)c1,4.8%,1%
Cc1cc(Cl)ccc1NC(=O)NC1CCN(S(=O)(=O)c2ccc(F)cc2)CC1,0.8%,·
COc1cccc(CNc2cc(CSc3ccc(Cl)cc3)nc(C)n2)c1,-1.1%,·
COCCNC(=O)CSCc1c(F)cccc1Cl,-3.8%,-20%
Cc1nn(-c2ccccc2)c(=S)n1-c1ccccc1,2.5%,-8%
Cc1cc(NCc2ccccc2)nc(N2CCOCC2)n1,1.5%,·
Fc1ccc(F)c(CN2CCN(c3ncccn3)CC2)c1,-2.5%,-4%
Cc1ccccc1Nc1nc(CSc2nnnn2-c2ccccc2)cs1,-5.7%,·
CC(=O)c1ccc(Oc2ncnc3sccc23)c(CN2CCOCC2)c1,·,-1%
CCC1CCCCN1C(=O)CSc1nnc(-c2ccc(OC)cc2)o1 (stereo not given),-1.8%,0%
CCCCCCC(=O)Nc1ccc(C(=O)N2CCCC2)cc1,0.8%,·
Cc1ccc(S(=O)(=O)N(C)CC(=O)N2CCN(c3ccccn3)CC2)cc1,5.7%,-14%
CCc1ccccc1NC1=C(Cl)C(=O)N(c2ccc(Br)cc2)C1=O,2.2%,4%
Cc1nc2ccc(C(=O)O)cc2[nH]1,1.2%,·

5 entries out of the list, sorted by length of the SMILES, highest first:
compound,Hsp70 inhibitors,MKP-3 inhibition
Cc1ccc(C(=O)N/C(=C/c2cccnc2)C(=O)N2CCCCCC2)cc1,-1.8%,3%
CCC1CCCCN1C(=O)CSc1nnc(-c2ccc(OC)cc2)o1 (stereo not given),-1.8%,0%
Fc1ccc(F)c(CN2CCN(c3ncccn3)CC2)c1,-2.5%,-4%
Cc1ccc(NC(=O)C(=O)NCC(C)C)c(C)c1,4.8%,1%
Cc1cc(NCc2ccccc2)nc(N2CCOCC2)n1,1.5%,·

The main list resumes, repeating the 4 entries before the break.
compound,Hsp70 inhibitors,MKP-3 inhibition
CCCCCCC(=O)Nc1ccc(C(=O)N2CCCC2)cc1,0.8%,·
Cc1ccc(S(=O)(=O)N(C)CC(=O)N2CCN(c3ccccn3)CC2)cc1,5.7%,-14%
CCc1ccccc1NC1=C(Cl)C(=O)N(c2ccc(Br)cc2)C1=O,2.2%,4%
Cc1nc2ccc(C(=O)O)cc2[nH]1,1.2%,·
COc1ccc(CN(C)CCc2ccccn2)c(OC)c1OC,-0.6%,4%
NNC(=O)CCc1c[nH]c2ccccc12,0.1%,·
O=C(c1ccc(C(=O)N2CCCCCC2)cc1)N1CCCCCC1,-7.0%,·
O=C(O)C1C2C=CC3(CN(c4cccc(C(F)(F)F)c4)C(=O)C13)O2 (stereo not given),-0.6%,-3%
COc1ccc2oc(=O)cc(C)c2c1,1.5%,5%
Cc1cc(C)c2c(=O)[nH]n(C3CCOC(C)(C)C3)c2n1 (stereo not given),2.5%,-2%
CCc1nnc(NC(=O)c2cccc(S(=O)(=O)N3CCc4ccccc43)c2)s1,1.2%,4%
O=C(CSc1ccc2nnc(-c3cccnc3)n2n1)N1CCc2ccccc21,-3.5%,-2%
O=C(O)C1CCCCC1C(=O)Nc1cccc([N+](=O)[O-])c1 (stereo not given),1.9%,1%
COc1cc2c(cc1OC)CN(Cc1cc(=O)n3cc(C)ccc3n1)CC2,4.0%,3%
CC(C)n1cc(/C=C2\NC(=O)N(c3cccc(Cl)c3)C2=O)c2ccccc21,0.8%,·
CCc1c(C)sc(NC(=O)c2cc(C3CC3)on2)c1C#N,3.8%,-3%
Cc1ccc(N(C(=O)c2ccccn2)C2(C(=O)NC3CCCC3)CCCCC2)cc1,2.1%,·
O=C1S/C(=C\c2ccco2)C(=O)N1Cc1ccccc1,-4.5%,2%
O=C(NCCN1CCOCC1)C1CCC(=O)N1Cc1ccc(F)cc1 (stereo not given),0.4%,·
Cc1cc(N2CCCCC2)n2ncc(-c3ccc(Cl)cc3)c2n1,1.8%,-2%
Cc1ccc2nc(-c3nonc3N)[nH]c2c1,4.3%,0%
O=c1oc2cc(OCc3c(F)c(F)c(F)c(F)c3F)ccc2cc1-c1ccc2ccccc2n1,1.1%,4%
CCC(Sc1nc2cc3c(cc2c(=O)n1Cc1ccco1)OCO3)C(=O)Nc1cccc(OC)c1 (stereo not given),1.5%,0%
Cc1ccc2oc(-c3ccc(NC(=O)Cc4ccccc4)cc3O)nc2c1,-0.4%,4%
COc1cccc(Nc2c(F)c(F)c(F)c(F)c2C(=O)O)c1,1.0%,-6%
CCOC(=O)c1cnc(SC)nc1Sc1cc(Cl)ccc1Cl,-1.1%,·
O=S(=O)(/N=C(\Sc1ccc(Cl)cc1)c1ccccc1)c1ccccc1,-3.6%,·
CCC1CCc2c(sc(NC(=O)c3c(-c4c(Cl)cccc4Cl)noc3C)c2C(N)=O)C1 (stereo not given),5.1%,0%
Cc1ccc(S(=O)(=O)N2CCOCC2)cc1C(=O)NCCCn1ccnc1,-0.1%,·
O=c1sc(N2CCN(c3ccccc3F)CC2)nc2ccsc12,-2.7%,0%
COc1ccc(/C=C2\SC(=S)N(CCCC(=O)Nc3ccc(O)cc3)C2=O)cc1,4.2%,-1%
CSc1oc(-c2ccccc2)nc1S(=O)(=O)c1ccc(C)cc1,-2.3%,-3%
COC(=O)c1sccc1NC(=O)/C=C/c1ccc(C(C)(C)C)cc1,-0.8%,2%
O=C(O)CCCCCN1C(=O)C(=O)/C(=C(/O)c2ccc(F)cc2)C1c1ccc(Cl)cc1 (stereo not given),-2.0%,-1%
CCOC(=O)NC1(C(F)(F)F)C(=O)NC(C)=C1C(=O)OC (stereo not given),·,-11%
CCOC(=O)C1CCCN(C(=O)c2ccc(CS(=O)(=O)Cc3ccccc3C)o2)C1 (stereo not given),-1.1%,0%
Cc1c(OCc2ccccc2)ccc2c3c(c(=O)oc12)CCC3,1.8%,4%
O=C(O)c1ccc(-c2cc(Cl)ccc2Cl)o1,-3.3%,4%
Cc1ccc(C)c(OCC(=O)Nc2cc(C)on2)c1,-4.4%,3%
CCOC(=O)N1N=C(c2ccc(F)cc2)CC1(O)C(F)(F)F (stereo not given),1.6%,-2%
O=C(c1ccccc1)N1CCN(C2c3cccc4cccc(c34)C2NS(=O)(=O)c2ccccc2)CC1 (stereo not given),-6.5%,·
